# Bioassay records deposited in PubChem by several laboratories.
# SSB-PriA inh – inhibitors of Klebsiella pneumoniae PriA binding to SSB C-terminal tail, primary screen, biochemical, AlphaScreen; AlphaScreen SSBct-PriA binding, biotinylated peptide; 430,000 tested, 0.6% active; AID 1272365, 2023; inhibition, % at 33 µM; in the data active means inhibition mostly above about 37%, no sharp cut-off; inactive means mostly below about 20%;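 further: plate controls were negative control peptide for no effect and reference peptide for full effect; strong numbers were not always called active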
# MazEF act – activators of E. coli MazEF toxin-antitoxin RNase, primary screen, biochemical, fluorescence, uHTS; Endoribonuclease toxin MazF (Escherichia coli (strain K12)), P0AE70; activation, % at 20 µM; 350,000 tested, 0.32% active; FAM/BHQ RNA-DNA oligo cleavage fluorescence, 5 h; in the data active means activation above about 50%
# 3CLpro inhibitor – SARS-CoV 3CLpro protease inhibitors, primary screen, biochemical, quenched FRET | Replicase polyprotein 1ab (Severe acute respiratory syndrome coronavirus), P0C6X7 | recombinant SARS-CoV 3CLpro, quenched FRET peptide cleavage | inhibition, % at 6 µM | 290,000 tested, 0.14% active; in the data active means inhibition above about 12%
# PfHsp40 yeast – rescue of yeast from PfHsp40 toxicity, primary screen, S. cerevisiae, ATP luminescence; S. cerevisiae expressing PfHsp40, growth rescue; growth rescue, % at 12.5 µM; 340,000 tested, 0.68% active; in the data active means growth rescue above about 28%, passing the limit was not always enough; inconclusive means no clear call, values can overlap the other calls;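 further: yeast W303a lacking pdr1 and pdr3 grown in galactose medium; growth measured after three days at 30 °C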
# TcdB GH inh – TcdB glycohydrolase inhibitors, primary screen, biochemical, single point, plate reader; 350,000 tested, 0.24% active; TcdB glycohydrolase enzymatic assay; Toxin B (Clostridioides difficile), P18177; inhibition, % at 9.99 µM; AID 652162, 2013; in the data active means inhibition above about 10%
# Target sequence (P18177 whole entry, looked up): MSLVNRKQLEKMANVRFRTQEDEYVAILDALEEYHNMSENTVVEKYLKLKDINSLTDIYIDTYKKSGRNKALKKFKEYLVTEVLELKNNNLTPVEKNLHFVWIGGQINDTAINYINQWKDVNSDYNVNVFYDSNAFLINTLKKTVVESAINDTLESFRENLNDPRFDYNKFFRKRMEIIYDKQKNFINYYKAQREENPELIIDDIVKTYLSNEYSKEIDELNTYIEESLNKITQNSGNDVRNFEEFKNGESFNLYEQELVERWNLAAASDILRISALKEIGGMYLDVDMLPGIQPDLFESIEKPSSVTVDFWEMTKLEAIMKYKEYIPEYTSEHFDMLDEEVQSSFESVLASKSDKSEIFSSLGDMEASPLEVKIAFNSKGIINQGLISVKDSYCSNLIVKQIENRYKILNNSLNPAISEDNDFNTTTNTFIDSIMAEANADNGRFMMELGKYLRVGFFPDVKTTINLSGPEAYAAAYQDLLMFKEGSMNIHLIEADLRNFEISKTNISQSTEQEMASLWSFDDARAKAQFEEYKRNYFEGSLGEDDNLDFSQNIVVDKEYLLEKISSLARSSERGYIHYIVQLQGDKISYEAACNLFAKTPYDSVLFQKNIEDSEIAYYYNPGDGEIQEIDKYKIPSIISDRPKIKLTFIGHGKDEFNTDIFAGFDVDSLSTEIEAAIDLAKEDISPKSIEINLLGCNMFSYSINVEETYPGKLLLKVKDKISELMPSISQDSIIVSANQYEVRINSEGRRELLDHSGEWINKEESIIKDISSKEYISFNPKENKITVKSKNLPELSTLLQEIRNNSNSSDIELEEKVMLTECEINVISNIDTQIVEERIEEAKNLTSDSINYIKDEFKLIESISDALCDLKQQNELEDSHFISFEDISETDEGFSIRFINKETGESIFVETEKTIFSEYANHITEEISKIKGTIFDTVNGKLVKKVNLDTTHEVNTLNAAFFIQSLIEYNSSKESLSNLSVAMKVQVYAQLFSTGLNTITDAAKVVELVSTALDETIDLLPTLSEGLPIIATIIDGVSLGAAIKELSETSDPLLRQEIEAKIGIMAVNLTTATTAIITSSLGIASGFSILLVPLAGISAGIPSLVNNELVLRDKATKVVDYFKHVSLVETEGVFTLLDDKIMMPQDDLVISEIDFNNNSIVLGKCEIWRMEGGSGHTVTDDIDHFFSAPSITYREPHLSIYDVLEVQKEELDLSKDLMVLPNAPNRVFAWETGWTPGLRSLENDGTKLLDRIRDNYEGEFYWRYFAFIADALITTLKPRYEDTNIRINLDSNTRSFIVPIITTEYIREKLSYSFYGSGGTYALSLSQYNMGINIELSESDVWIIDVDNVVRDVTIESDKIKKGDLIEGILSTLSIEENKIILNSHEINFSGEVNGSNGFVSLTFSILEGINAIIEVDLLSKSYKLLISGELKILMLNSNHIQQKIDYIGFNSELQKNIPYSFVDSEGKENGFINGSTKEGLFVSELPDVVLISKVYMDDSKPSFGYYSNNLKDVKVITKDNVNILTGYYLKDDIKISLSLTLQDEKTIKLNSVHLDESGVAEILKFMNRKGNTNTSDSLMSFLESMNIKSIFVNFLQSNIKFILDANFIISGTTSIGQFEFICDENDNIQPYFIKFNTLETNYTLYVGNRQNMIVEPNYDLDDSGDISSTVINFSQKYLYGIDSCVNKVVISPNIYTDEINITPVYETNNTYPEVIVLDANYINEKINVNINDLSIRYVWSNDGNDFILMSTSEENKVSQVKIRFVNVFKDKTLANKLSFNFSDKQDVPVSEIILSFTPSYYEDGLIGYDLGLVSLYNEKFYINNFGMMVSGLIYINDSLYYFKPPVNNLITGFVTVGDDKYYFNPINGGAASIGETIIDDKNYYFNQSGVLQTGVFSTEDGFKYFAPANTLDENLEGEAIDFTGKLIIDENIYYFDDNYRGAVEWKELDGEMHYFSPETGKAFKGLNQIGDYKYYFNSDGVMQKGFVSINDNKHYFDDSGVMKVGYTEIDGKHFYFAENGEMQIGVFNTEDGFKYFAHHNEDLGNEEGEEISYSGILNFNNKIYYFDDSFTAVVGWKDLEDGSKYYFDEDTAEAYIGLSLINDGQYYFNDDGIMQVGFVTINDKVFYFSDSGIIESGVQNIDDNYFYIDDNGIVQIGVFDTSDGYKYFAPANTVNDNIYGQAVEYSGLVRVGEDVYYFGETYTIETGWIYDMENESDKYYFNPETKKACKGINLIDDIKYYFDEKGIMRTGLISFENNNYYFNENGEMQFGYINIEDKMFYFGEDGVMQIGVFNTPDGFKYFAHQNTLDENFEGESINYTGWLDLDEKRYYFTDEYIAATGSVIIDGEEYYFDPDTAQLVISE
# Rv3671c protease – Rv3671c serine protease inhibitors, primary screen, biochemical, fluorescence polarization, M. tuberculosis H37Rv. P9WHR9. inhibition, % at 5.96 µM. 320,000 tested, 0.048% active; in the data active means inhibition above about 38%;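 further: extracellular domain of Rv3671c used as enzyme; 0% = enzyme with DMSO and 100% = no enzyme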
# BH1578 lux ind – inducers of Vibrio cholerae quorum light production without autoinducers, primary screen, BH1578 luxS cqsA deficient, single point; V. cholerae BH1578 lux reporter, luminescence, 6 h; activation, % at 18.7 µM; 350,000 tested, 0.16% active; AID 588436, 2011; in the data active means activation mostly above about 9.7%, no sharp cut-off; inconclusive means no clear call, values can overlap the other calls; inactive means mostly below about 3.7%; further: not every result past the cut was called active; inactives centre near 0; reference of the scale not given here
# Yp Topo-I inh – Yersinia pestis topoisomerase I inhibitors, primary screen, biochemical, cleavage product accumulation, plate reader, single point. DNA topoisomerase I (Yersinia pestis CO92). Y. pestis Topo-I cleavage product accumulation. AID 504884, 2011. activity, % at 10 µM. 360,000 tested, 0.064% active; in the data active means activity above about 50%, passing the limit was not always enough; inconclusive means no clear call, values can overlap the other calls; further: inactives centre near 2
# Anthrax LF prot – Bacillus anthracis LF protease inhibitors, primary screen, biochemical, multiplex microsphere, MLPCN library. Lethal factor (Bacillus anthracis), P15917. multiplex microsphere protease cleavage assay. inhibition, % at 10 µM. 360,000 tested, 0.12% active. AID 588501, 2011; in the data active means inhibition above about 30%; inconclusive means no clear call, values can overlap the other calls; further: plate controls were buffer without enzyme for full effect and enzyme alone for no effect
# DUSP3 inh – VHR1 phosphatase inhibitors, primary screen, biochemical, absorbance, uHTS; Dual specificity protein phosphatase 3 (Homo sapiens), P51452; recombinant VHR phosphatase, pNPP absorbance; inhibition, % at 13.3 µM; 290,000 tested, 0.52% active; AID 1654, 2009; in the data active means inhibition above about 50%; further: some compounds called inactive have numbers as strong as hits
# Numbers without * were called inactive; i = inactive; ? = inconclusive; . = no result given; & = joins results of further samples. Only part of the results is shown; count on the stated rates, not on these rows.
# Values run as follows: Rv3671c protease	PfHsp40 yeast	3CLpro inhibitor	SSB-PriA inh	DUSP3 inh	Anthrax LF prot	BH1578 lux ind	MazEF act	TcdB GH inh	Yp Topo-I inh
Cc1cc(C(=O)OCC(=O)c2cccc([N+](=O)[O-])c2)c2ccccc2n1
→ 10	-0.2	0	5	18	-2	i	12	.	-1
O=C(CCNC(=O)C1CCN(S(=O)(=O)c2ccc(F)cc2)CC1)Nc1ccccc1
→ 3	0.6	1	-18	-4	-1	-0.4	7	-1.2	7
CC(=O)Nc1ccc(NC(=O)CCS(=O)(=O)c2ccc3c(c2)oc(=O)n3C)cc1
→ 4	0.5	3	-8	-3	-1	0.7	1	-0.6	0
CN(C)S(=O)(=O)c1ccc2c(c1)nc(CCC(=O)Nc1ccc(N3CCOCC3)cc1)n2C
→ 1	0.7	-7	1	-7	-1	-0.9	-3	-0.5	-1
COc1cc(C=O)ccc1Oc1nc(Nc2ccc(F)cc2F)nc(N2CCOCC2)n1
→ 6	0.3	5	-4	20	-11	-0.2	15	0.9	28
CCOC(=O)C1CCCN(C(=O)Cn2ncc3c([nH]c4ccc(C)cc43)c2=O)C1 (centres undefined)
→ -12	4.0	-1	-7	18	-2	-1.8	3	2.3	-6
O=S1(=O)CCN(OCc2ccc(F)cc2Cl)CC1
→ -12	1.9	6	-7	6	-4	0.4	6	1.8	4
Cc1nc(Nc2nc3ccccc3o2)nc(C)c1C(=O)Nc1ccc(F)cc1
→ -7	-1.2	-5	-10	16	2	1.6	8	2.1	8
O=C(Cn1nc(-c2ccccc2)ccc1=O)NCCN1CCN(c2cccc(Cl)c2)CC1
→ -1	0.8	-3	8	8	-3	-0.5	3	.	28
CCCCCNC(=O)CC1Nc2c3ccccc3nc(=S)n2C1=O (centres undefined)
→ 1	-0.8	-5	-11	-4	-13	.	12	.	2
NC(=O)C1(N2CCCCC2)CCN(C(=O)CSc2nc3ccccc3s2)CC1
→ 5	-0.1	-2	3	0	-1	i	-3	.	26
CC(C)NC(=O)c1cc(C2CCCCN2S(=O)(=O)c2ccccc2)on1 (centres undefined)
→ .	.	.	.	.	-1	-4.5	.	0.8	6
COc1ccc2c(c1OC)C(=O)OC2Nn1cncn1 (centres undefined)
→ -1	-0.1	-1	5	9	1	-2.1	3	.	4
CC(=O)Nc1ccc2ccc3cccc4ccc1c2c34
→ -1	-1.8	-4	5	0	0	-1.1	11	.	-4
COc1ccccc1-c1noc(-c2ccccc2)n1
→ -6	1.6	1	-2	5	1	-4.5	7	.	7
O=C(NC(=S)Nc1cccc2cc(O)ccc12)c1ccccc1Br
→ -1	-0.4	4	15	26	-5	i	12	0.7	-9
CC(=O)NC(Cc1ccccc1)C(=O)NC1CCN(C(=O)c2ccc([N+](=O)[O-])cc2)CC1 (centres undefined)
→ -3	0.3	-1	10	34	0	-0.9	0	.	-1
Cc1ccc(N(C(=O)C(F)(F)F)C(C(=O)NC2CCCCC2)c2ccncc2)cc1C (centres undefined)
→ 0	0.0	0	3	-2	1	-0.8	-2	-1.2	0
Cc1occc1C(=O)N/N=C/c1ccc[nH]1
→ 0	-1.4	-1	.	5	6	0.7	-4	1.5	-3
O=C(Nc1ccccc1F)c1cnccn1
→ 6	1.9	2	-16	24	-2	-0.9	0	-0.4	0

# Brought forward from above: two entries, then new ones.
# Values run as follows: Rv3671c protease	PfHsp40 yeast	3CLpro inhibitor	SSB-PriA inh	DUSP3 inh	Anthrax LF prot	BH1578 lux ind	MazEF act	TcdB GH inh	Yp Topo-I inh
Cc1occc1C(=O)N/N=C/c1ccc[nH]1
→ 0	-1.4	-1	.	5	6	0.7	-4	1.5	-3
O=C(Nc1ccccc1F)c1cnccn1
→ 6	1.9	2	-16	24	-2	-0.9	0	-0.4	0
CC1CC(=O)Nc2ccccc2N1S(=O)(=O)c1cccs1 (centres undefined)
→ -1	.	-7	-2	13	-14	0.4	-3	0.3	1
CN(C(=O)CSc1nnc(-c2ccccc2F)n1N)C1CCCCC1
→ -3	-0.8	.	-5	.	-7	i	-2	-9.4	3
Cc1c(C(=O)OCC(=O)N2CCCCC2C)oc2ccccc12 (centres undefined)
→ -4	-1.0	.	0	.	1	-5.7	6	1.8	7
O=C(c1ccc(Cl)s1)N(Cc1nnc(-c2ccccc2Cl)o1)C1CC1
→ 0	0.4	.	-4	.	-4	12	-8	0.3	33
CC(=O)Nc1nnc(SCC(=O)N2CCCc3ccccc32)s1
→ 4	-0.5	2	-1	9	-4	i	5	4.0	6
CC1=C(C(=O)N2CCOCC2)CC(CC(=O)NC2CCCCC2)C(=O)N1Cc1ccc(F)cc1 (centres undefined)
→ .	.	.	.	.	2	-0.4	6	1.5	1
NC(=O)CCN1CCN(Cc2cn[nH]c2-c2cccc3ccccc23)CC1
→ -2	-0.8	-1	-28	22	-5	0.1	-2	0.1	-3
C/C(CC(=O)NCc1ccc(Cl)cc1)=N\NC(=O)c1ccccc1F
→ 2	0.2	3	.	37	-1	i	2	0.4	0
CCc1cc2c(=O)c(-c3nc4ccccc4n3C)c(C)oc2c(CN2CCN(CCO)CC2)c1O
→ 3	0.0	2	6	21	-3	i	-26	-0.8	5
CCCCn1nc2cc(C(=O)NC3CCCc4ccccc43)ccc2c1OCC (centres undefined)
→ 1	2.1	3	-2	21	2	-1.3	7	-1.9	23
Cc1nn(-c2ccc(N3CCCCC3)nn2)c(C)c1CCC(=O)Nc1cc(F)ccc1F
→ 8	1.1	1	11	-17	-1	-0.5	-10	1.5	8
O=C(NCc1ccc(F)cc1)C(c1ccccc1)N(C(=O)c1csnn1)C1CC1 (centres undefined)
→ 1	1.1	1	-7	-4	1	-0.1	1	1.1	-16
Cc1ccc(F)cc1C(=O)N1CCC1(C)C(=O)O (centres undefined)
→ .	.	.	.	.	-6	1.2	.	0.0	-5
Cn1c(=O)c2[nH]c(CCCCCCCc3nc4ccccc4[nH]3)nc2n(C)c1=O
→ .	1.4	.	-3	.	-1	-4.5	11	2.2	18
CCCCOc1c(Cl)cc(CNC(C)(C)CO)cc1OCC
→ 2	-0.6	-9	0	0	-2	i	10	0.5	-7
CCCn1c(N)c(N(CCOC)C(=O)c2ccc(-c3ccc(Cl)cc3)o2)c(=O)[nH]c1=O
→ 8	0.8	.	-3	.	.	-0.8	-4	-1.9	0
COc1cc(/C(C)=N/NC(=O)c2nnn(-c3nonc3N)c2-c2cccs2)ccc1O
→ -3	0.1	-1	.	17	2	-5.1	4	0.8	3
CCOC(=O)C1(Cc2cccc(OC)c2)CCCN(Cc2cc(C(C)C)n[nH]2)C1 (centres undefined)
→ 6	-0.6	4	-5	31	1	-0.2	4	-0.7	?
Cc1ccc(S(=O)(=O)NCC(=O)NCC(=O)N(C)Cc2ccc3ccccc3c2)cc1C
→ -7	0.0	4	-4	-12	-3	-0.3	-1	1.5	24
COCCN(C(=O)c1cccc(-n2cnnn2)c1)c1c(N)n(CC(C)C)c(=O)[nH]c1=O
→ -5	0.2	.	-6	.	0	i	1	0.6	6
CC(C)(C)C1C/C(=C/c2ccccn2)C(=O)/C(=C/c2ccccn2)C1 (centres undefined)
→ -8	-1.6	-1	-7	29	-5	3.3	-4	.	22
Cc1cc(C)cc(NC(=S)NCCc2c[nH]c3ccccc23)c1
→ -1	8.6	4	-14	37	-1	i	-2	.	-6
CN(C)c1ccc(C2N(C)C(=O)c3ccccc3N2C)cc1 (centres undefined)
→ .	-0.1	2	12	28	2	i	0	-2.6	4
Cc1nc2ccccc2c(=O)n1NC(=O)c1cccc([N+](=O)[O-])c1
→ -1	-0.2	0	-3	5	0	0.0	47	-0.1	5
NCc1ccc(S(N)(=O)=O)cc1
→ 2&6	-1.2&-2.0	2	1	1	-1&2	-0.7	5&8	1.3&1.3	-3&-4
O=C(NCC1COc2ccccc2O1)C1(c2ccccc2)CCCC1 (centres undefined)
→ 5	2.1	-2	-28	4	-1	-0.3	-7	.	3
CCC(=O)N1CCC1(C)C(=O)Nc1ncc(C)s1 (centres undefined)
→ .	.	.	.	.	3	-4.5	.	1.3	3
CN(Cc1ccccc1)C(=O)c1cc(-c2ccc(Br)cc2)on1
→ -5	0.9	-2	-11	4	-3	-0.2	-17	3.1	3
Cc1cc(C)nc(NS(=O)(=O)c2ccc(N=Cc3c(C)[nH]n(-c4ccccc4)c3=O)cc2)n1
→ -2	-1.2	-2	2	33	2	1.7	-4	1.5	1
O=C(NC1CCN(Cc2ccccc2)CC1)c1ccccc1Cl
→ 4	0.5	-2	5&-11	-7	.	i	4	0.7	5
Cc1ccc(NC(=O)CCn2cc(C(F)(F)F)ccc2=O)cc1
→ 3	.	-2	-3	8	6	i	-14	-10	-5
c1ccc(Cn2nnc3c(N4CCN(Cc5ccc6c(c5)OCO6)CC4)ncnc32)cc1
→ -4	-0.6	1	-1	51*	-1	-0.2	-3	.	39
Cc1ccccc1Nc1c(-c2ccc(N3CCOCC3)cc2)nc2ncccn12
→ 8	0.3	0	9	16	-3	i	4	3.9	12
COc1ccc(S(=O)(=O)NC(=O)C2(C)CCN2C(=O)CC2CCCC2)cc1 (centres undefined)
→ .	.	.	.	.	-4	i	.	0.5	4
COc1ccc(NC(=O)Nc2cccc3c2O[C@H](CN(C)S(=O)(=O)c2ccccc2)[C@@H](C)CN([C@H](C)CO)C3=O)cc1
→ 3	-0.6	.	-9	.	-6	3.8	6	1.5&1.6	19
COc1ccc(-c2cc(C)no2)cc1S(=O)(=O)NCCCN1CCN(c2ccccc2)CC1
→ -1	-0.3	6	8	4	-1	-5.1	-9	-0.9	8
O=C(CCCOc1ccccc1)Nc1nnc(C2CCCO2)s1 (centres undefined)
→ 0	1.0	2	-3	22	-6	i	4	.	6
CC(=O)Nc1ccc(NC(=O)C(C)OC(=O)c2ccc3[nH]c(C)c(C)c3c2)cc1 (centres undefined)
→ -5	0.7	.	-2	.	?	-0.4	8	0.7	12
Cc1ccc(N(CC(=O)NCc2ccncc2)S(C)(=O)=O)cc1
→ 8	0.5	-3	-6	9	-1	i	-4	.	-3
CCO[C@@H]1OC(C(=O)Nc2ccccc2)=C[C@H](c2ccccc2)[C@H]1CCCO
→ -12	1.8	1	4	7	-4	i	8	-2.3&2.3	-1
Cc1cc(-n2c(C)cc(C(=O)CSc3nncn3C)c2C)no1
→ 3	-1.2	.	-14	.	-9	0.4	-2	1.1	7
COc1ccccc1N/C(N)=N/c1nc(C(F)(F)F)cc(=O)[nH]1
→ 12	-0.6	4	.	-17	-3	-0.1	-16	-1.5	14
CC(=O)Nc1ccc(C(=O)NC2CCSc3ccccc32)cc1 (centres undefined)
→ -4	-1.1	-3	7	2	2	-0.6	-3	-0.3	-3
O=C(Oc1ccccc1N1CCOCC1)c1ccccc1
→ 0	-0.4	3	-7	4	11	-1.6	3	1.4	-1
CCOC(=O)/C=C1\SCC(=O)N1CC(=O)NCc1cccc(Cl)c1
→ -7	-1.3	3	0	34	-1	-4.2	0	1.8	-8
CCOC(=O)c1c(C)[nH]c(C)c1S(=O)(=O)N(C)CC(=O)Nc1cccc(F)c1
→ 4	-1.1	-5	-11	0	-1	-0.4	3	0.4	-13
